High-throughput results (PubChem BioAssay)
uPA generation: cell surface uPA generation inhibition. cell surface uPA generation assay, qHTS. Potency, µM (titrated, usually from 38.3 µM), inactives show top-dose activity change, negative = inhibition, most hits filed as inhibitors. 0.31% of 330,000 active; active = well fitted inhibition curve with a large enough effect; inconclusive = small, poorly fitted or top-dose-only effect; inactive = no such curve, though single readings can be large or run the other way; tested in mouse RAW 264.7 cells; also: potency is read from the fitted curve at half-maximal effect; nearly all actives have a fitted effect of over 55% in size
B2AR arrestin: recruits beta-arrestin to the human beta2-adrenergic receptor; beta-arrestin recruitment to beta2AR, cell-based reporter; P07550; Potency, µM (highest dose often 46.1 µM), inactives show top-dose activation, usual class: activators; 0.02% of 330,000 active;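 also: potency is read from the fitted curve at half-maximal effect; 0% = DMSO controls and full agonism = EC100 isoproterenol or metaproterenol; nearly all actives have a fitted effect of over 65% in size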
Target sequence (P07550 whole entry, looked up): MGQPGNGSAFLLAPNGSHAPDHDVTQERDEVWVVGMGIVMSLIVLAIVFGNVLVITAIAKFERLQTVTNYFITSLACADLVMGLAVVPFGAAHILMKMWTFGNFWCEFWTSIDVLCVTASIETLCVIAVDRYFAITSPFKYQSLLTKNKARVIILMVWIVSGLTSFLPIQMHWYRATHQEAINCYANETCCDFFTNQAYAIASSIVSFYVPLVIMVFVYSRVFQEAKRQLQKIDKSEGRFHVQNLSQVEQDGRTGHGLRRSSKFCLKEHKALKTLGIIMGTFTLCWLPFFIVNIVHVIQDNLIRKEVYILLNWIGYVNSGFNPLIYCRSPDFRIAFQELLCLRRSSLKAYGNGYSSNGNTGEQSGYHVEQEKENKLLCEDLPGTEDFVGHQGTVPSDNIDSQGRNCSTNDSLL
GALK inh: blocks human galactokinase activity; AID 1868; P51570; 0.007% of 270,000 active; Potency, µM (doses to about 57.5 µM), inactives show top-dose activity change, negative = inhibition, actives largely listed as inhibitors; Purified GALK, Kinase-Glo residual ATP luminescence; also: potency is read from the fitted curve at half-maximal effect
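Human GALK (5 nM) with 35 uM ATP and 100 uM galactose in 20 mM HEPES pH 8.0, 5 mM MgCl2, 60 mM NaCl, 1 mM DTT, 0.01% BSA. After 1 h at room temperature, leftover ATP was read by Kinase-Glo Plus luminescence.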
KCNH2 3.1 block: blocks the human KCNH2 3.1 channel isoform; U2OS KCNH2 3.1, thallium flux FluxOr; hits give low values; activity change, % (tested at about 1.8 µM); 0.95% of 340,000 active;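 active = maximum activity change below -70%; inconclusive = maximum activity change from -70% to -50%; inactive = maximum activity change above -50%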;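 also: thallium influx rate constant from kinetic fluorescence after stimulation buffer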
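Kinetic fluorescence (2 min after stimulation buffer) measures Tl+ influx through KCNH2 3.1 expressed by viral transduction in U2OS cells; the rate constant is normalized against DMSO controls serving as positive and negative references.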
KCNH2 WT inh: inhibitors of human wildtype KCNH2 potassium channel; activity change, % at 1.84 µM; U2OS, BacMam KCNH2, thallium flux FluxOr; hits give low values; 0.37% of 340,000 active; AID 720551;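 active = maximum activity change below -70%; inconclusive = maximum activity change between -70% and -50%; inactive = maximum activity change above -50%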
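U2OS cells were transduced with wild-type KCNH2 virus (2.03 x 10^8 / mL) for 4 h at room temperature, then cultured overnight at 37 C. Thallium flux was read with FluxOr dye. Rate constants were normalized to DMSO controls.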
PKM2 act: activators of human pyruvate kinase M2; 0.34% of 260,000 active; Potency, µM (series often up to 57.5 µM), for the others: at the top dose activation, most hits filed as activators; P14618; purified PKM2, Kinase-Glo ATP luminescence, activation; response scale: 0% is enzyme alone, no compound; also: potency is read from the fitted curve at half-maximal effect; nearly all actives have a fitted effect of over 55% in size
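Purified hPK-M2 (>95% pure) converted ADP (0.1 mM final) to ATP with 0.5 mM PEP in 50 mM imidazole pH7.2, KCl, MgCl2, Tween 20, BSA; 1 h at room temperature. ATP detected by Kinase-Glo luminescence.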
Giardia killer: kills Giardia lamblia. Giardia lamblia trophozoite viability. activity change, % at 7.66 µM, hits read low. 0.15% of 340,000 active; in the data active = activity change below about -80%; inconclusive = between about -30% and that limit;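 also: parasites exposed to compound for two days anaerobically before the ATP read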
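Luminescence from cellular ATP indicates surviving trophozoites (100 cells/well) following 48 hrs anaerobic compound treatment at 37 deg C; signal develops 15-30 min at room temperature.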
Coupling enz: counter-screen for Giardia aldolase inhibitors: coupling enzyme system | 0.67% of 290,000 active | activity change, negative = inhibition, % at 58.2 µM, hits read low | coupling enzyme system counterscreen, AmpLite Red fluorescence | AID 2472; in the data active = activity change below about -30%
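First, compound is pin-transferred into glyceraldehyde-3-phosphate coupling-enzyme reagent at 57.5 uM final and held 10 min at RT. Next, substrate, coupling system and AmpLite Red are added. After 20 min RT, fluorescence (525/598 nm) is read.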
Eya2 phos inh: blocks the phosphatase activity of human Eya2; recombinant Eya2, OMFP fluorescence dephosphorylation (OMFP is methylfluorescein phosphate); Potency, µM (top dose mostly 76.9 µM), for inactives: top-dose activity, negative = inhibition, usual class: inhibitors; 0.006% of 330,000 active; also: potency is read from the fitted curve at half-maximal effect
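Eya2 (0.2 uM) preincubated 10 min at ambient with compound, then OMFP substrate added at 50 uM; 10 min reaction in 50 mM HEPES pH 7.5, 50 mM NaCl, 5 uM MgCl2, 0.05% BSA, 1 mM DTT. Fluorescence read at Ex 485/Em 525 nm.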
USP2a block: inhibitors of human ubiquitin-specific protease USP2a | USP2 core, Ub-CHOP2 coupled fluorogenic reporter, 485/531 | Potency, µM (highest dose often 38.3 µM), for the others: at the highest dose activity change, negative = inhibition, actives largely listed as inhibitors | 0.01% of 330,000 active;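 also: potency is read from the fitted curve at half-maximal effect; plate controls were DMSO wells for no effect and full inhibition by NEM control for full effect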
Target sequence (O75604 whole entry, looked up): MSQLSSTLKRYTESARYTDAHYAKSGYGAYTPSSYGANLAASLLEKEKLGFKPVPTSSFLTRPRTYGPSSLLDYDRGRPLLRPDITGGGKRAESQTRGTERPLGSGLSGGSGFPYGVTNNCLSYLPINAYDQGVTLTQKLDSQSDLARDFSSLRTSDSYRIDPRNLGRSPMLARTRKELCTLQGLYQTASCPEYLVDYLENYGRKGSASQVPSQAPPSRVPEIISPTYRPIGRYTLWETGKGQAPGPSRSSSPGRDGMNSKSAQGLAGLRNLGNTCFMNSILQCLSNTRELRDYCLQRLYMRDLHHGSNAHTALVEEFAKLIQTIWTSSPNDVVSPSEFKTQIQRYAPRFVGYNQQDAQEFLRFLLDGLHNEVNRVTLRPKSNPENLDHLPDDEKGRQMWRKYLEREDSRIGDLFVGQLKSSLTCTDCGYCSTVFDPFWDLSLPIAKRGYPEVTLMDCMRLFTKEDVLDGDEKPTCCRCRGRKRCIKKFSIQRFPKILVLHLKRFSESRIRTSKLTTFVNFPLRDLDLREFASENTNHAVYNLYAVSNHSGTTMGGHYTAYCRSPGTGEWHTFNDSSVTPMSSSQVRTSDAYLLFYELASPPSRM
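Cell-free coupled assay: 10nM USP2 core preincubated 30min RT with compound in Tris-HCl pH 8.0/CaCl2/CHAPS buffer, then 25nM Ub-CHOP2 and 25nM reporter substrate; fluorescence (Ex 485/Em 531) read after 60min RT, normalized to NEM inhibition, concentration-response curves fitted.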
Chronic BCR inh: blocks chronic active B-cell receptor signaling; ABC-DLBCL IkBa-CBG/CBR reporter, luminescence ratio, 4 h; Potency, µM (highest dose often 46.1 µM), inactives show at the highest dose ratio change, negative = lower green/red ratio, usual class: inhibitors; 0.05% of 340,000 active; AID 493014; active = well fitted inhibition curve with a large enough effect in the signal ratio, with a control signal flat, not every such curve was filed as active; inconclusive = small, poorly fitted or top-dose-only effect, or effect the other way, or a change in a side signal; the % refers to the signal ratio;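 also: potency is read from the fitted curve at half-maximal effect; plate controls were basal doxycycline-induced cells for no effect and cells given 10 µM MG132 for full effect; MG132 reads +100%, hits lower the ratio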
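Concentration-response series (up to 46 uM) were applied to TMD8 dual-reporter cells for 4 h at 37C with doxycycline. Green/red ratio, after filter-overlap correction, defined %Activity; red signal alone was normalised to basal cells and zero luminescence.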
Active calls of the source: *; ? = inconclusive; . = no result given; [ ] = another dose, or the depositor's remark. Unless noted, calls follow the shape of the dose curve; as a rule, active = well fitted curve in the direction sought with a large enough effect; inconclusive = small, poorly fitted or top-dose-only effect, or another doubt; inactive = no such curve, though single readings can be large; an effect the other way counts as inactive or inconclusive. Unless noted, % is scaled to controls: 0 for no effect and ±100 for the full control effect.

Start of the listing, in advance (3 entries):
SMILES	uPA generation	B2AR arrestin	GALK inh	KCNH2 3.1 block	KCNH2 WT inh	PKM2 act	Giardia killer	Coupling enz	Eya2 phos inh	USP2a block	Chronic BCR inh
CCOC(=O)[C@H]1[C@H]2COc3ccc(Cl)cc3[C@@H]2N2C(=O)c3ccc(F)cc3NC(=O)[C@@]12C	0%	4.4%	.	-17	2	.	-21	.	8%	4%	?
CC1CCCC(NC(=O)NC(=O)COC(=O)c2ccc(O)cc2O)C1C (configuration not stated)	12%	-0.1%	.	1	-8	.	0	.	10%	3%	3%
COc1ccc(NC(=O)CSc2nnc(C)s2)cc1S(=O)(=O)N1CCOCC1	4%	0.9%	.	-2	-1	.	-6	.	-21%	3%	3%

All compounds of this part, from the first entry:
SMILES	uPA generation	B2AR arrestin	GALK inh	KCNH2 3.1 block	KCNH2 WT inh	PKM2 act	Giardia killer	Coupling enz	Eya2 phos inh	USP2a block	Chronic BCR inh
CCOC(=O)[C@H]1[C@H]2COc3ccc(Cl)cc3[C@@H]2N2C(=O)c3ccc(F)cc3NC(=O)[C@@]12C	0%	4.4%	.	-17	2	.	-21	.	8%	4%	?
CC1CCCC(NC(=O)NC(=O)COC(=O)c2ccc(O)cc2O)C1C (configuration not stated)	12%	-0.1%	.	1	-8	.	0	.	10%	3%	3%
COc1ccc(NC(=O)CSc2nnc(C)s2)cc1S(=O)(=O)N1CCOCC1	4%	0.9%	.	-2	-1	.	-6	.	-21%	3%	3%
Cc1ccc(CCSc2ccc(C(C)C)cc2)cn1	-4%	-1.8%	-2%	9	-10	21%	10	5	-6%	0%	13%
Cc1cc2cc3c(cc2nc1SCc1ccccn1)OCCO3	6%	0.1%	1%	.	7	2%	-3	-1	-16%	1%	1%
CCOC(=O)C1(Cc2ccc(Cl)cc2)CCN(C(=O)c2cnc(C)cn2)CC1	1%	-1.1%	-2%	4	4	3%	-6	1	0%	9%	-1%
Cc1ccccc1CCNC(=O)C1CCN(S(=O)(=O)c2ccc(-n3cnnn3)cc2)CC1	-3%	-0.2%	-1%	-10	30	-2%	-11	-2	-24%	0%	10%
CC(C)CC(C(=O)Oc1ccc2c3c(c(=O)oc2c1)CCC3)N1C(=O)c2ccccc2C1=O (configuration not stated)	6%	0.3%	1%	9	2	1%	26	1	-25%	0%	2%
Cc1cccc(N2CCN(C3=NC(=O)C(Cc4ccccc4)S3)CC2)c1 (configuration not stated)	2%	-0.3%	0%	-7	15	-3%	8	1	-22%	2%	1%
CCOc1ccc(NC(=O)C2CCN(S(=O)(=O)c3c(C)n[nH]c3C)CC2)cc1	4%	-0.6%	3%	-8	15	-3%	8	-2	4%	1%	-1%
CSc1nsc(SCC(=O)Nc2c(C)n(C)n(-c3ccccc3)c2=O)n1	6%	-0.7%	3%	-12	0	2%	2	5	-14%	-2%	-1%
CC1CCCC(n2cnc3cc(C(=O)O)ccc32)C1C (configuration not stated)	-2%	-0.1%	7%	-3	5	-2%	6	5	12%	3%	?
Cc1cc(C(=O)COC(=O)c2ccc(Br)o2)c(C)n1C	-6%	0.3%	8%	-50	-9	-3%	6	-1	-17%	2%	?
CCOC(=O)C(Cc1c(F)cccc1F)(NC(C)=O)C(=O)OCC	-1%	0.1%	3%	17	2	-7%	-16	2	-2%	-1%	2%
O=C(NN1C(=O)NC2(CCCCC2)C1=O)c1cc(F)cc(F)c1	-2%	0.0%	.	24	-2	.	-6	.	-12%	1%	?
O=C(c1ccccc1)c1ccc(Oc2ncccn2)cc1	-3%	3.3%	-1%	4	2	-6%	6	5	12%	1%	-4%
Cc1ccc(N2C(=O)CN(Cc3sccc3C)C2=S)cc1C	7%	1.1%	0%	7	2	-14%	-7	-1	-19%	2%	10%
Cc1cc(C)c2cc(CN(Cc3cccs3)Cc3nnnn3CC3CCCO3)c(=O)[nH]c2c1 (configuration not stated)	-19%	0.1%	-2%	15	-1	0%	1	-6	-3%	0%	-17%
N#Cc1ccc(C(=O)N2CCN(S(=O)(=O)c3ccc(Cl)s3)CC2)cc1	-10%	-0.3%	.	3	0	.	5	.	-12%	1%	1%
Cc1ccc(NC(=O)CSc2nn3c(=O)c(C)nnc3s2)cc1Cl	-6%	-0.7%	6%	.	-5	-2%	8	.	-7%	0%	?
Cc1ccc(NC(=O)COC(=O)CCc2ccc(S(=O)(=O)N3CCOCC3)cc2)cc1F	1%	-0.1%	9%	5	-6	-6%	8	-3	-21%	2%	-2%
N#Cc1ccc(C(=O)NC(=S)N2CCN(C=O)CC2)cc1	2%	0.5%	.	-11	-5	.	-2	.	-2%	-4%	3%
CCOC(=O)N1CCC(NC(=O)C2CCN(S(=O)(=O)c3ccc4c(c3)oc(=O)n4C)CC2)CC1	-6%	0.2%	2%	-2	-6	11%	-11	3	3%	1%	4%
O=C(COc1ccc(S(=O)(=O)N2CCOCC2)cc1Cl)NC1CC1	10%	0.7%	16%	0	-16	-1%	-16	2	0%	2%	-13%
Cc1ccc(NC(=O)CSc2nnc(CNC(=O)c3c(F)cccc3Cl)o2)cc1	-4%	-1.8%	0%	1	2	-8%	3	-1	-15%	1%	2%

2 entries from above, with two lines to a compound:
Values run as follows: uPA generation	B2AR arrestin	GALK inh	KCNH2 3.1 block	KCNH2 WT inh	PKM2 act	Giardia killer	Coupling enz	Eya2 phos inh	USP2a block	Chronic BCR inh
O=C(NN1C(=O)NC2(CCCCC2)C1=O)c1cc(F)cc(F)c1
→ -2%	0.0%	.	24	-2	.	-6	.	-12%	1%	?
O=C(c1ccccc1)c1ccc(Oc2ncccn2)cc1
→ -3%	3.3%	-1%	4	2	-6%	6	5	12%	1%	-4%

The list goes on.
SMILES	uPA generation	B2AR arrestin	GALK inh	KCNH2 3.1 block	KCNH2 WT inh	PKM2 act	Giardia killer	Coupling enz	Eya2 phos inh	USP2a block	Chronic BCR inh
CCN(CC)c1ccc(/C=N/NC(=O)CNC(=O)c2ccc3c(c2)OCCO3)cc1	-10%	0.3%	-5%	2	1	-1%	-10	6	0%	1%	?
Cc1ccc(Cl)cc1NC(=S)N(CCCN1CCOCC1)Cc1ccccn1	2%	-0.4%	1%	-1	-9	1%	-15	4	6%	3%	-7%
O=C(COC(=O)[C@H](Cc1c[nH]c2ccccc12)NC(=O)c1cccs1)NCc1ccccc1	16%	-0.4%	.	0	-6	0%	-12	1	-1%	0%	-18%
C=CCNCC#CCOc1ccc(OC)cc1	-6%	0.1%	-1%	-7	8	-3%	25	-2	7%	3%	?
COc1cc2c(cc1OC)C(C)N(C(=O)c1sccc1C)CC2 (configuration not stated)	-2%	-0.2%	-3%	-4	-12	.	-24	.	3%	3%	?
COc1ccc(CN(C)C(=O)/C=C/c2ccc(S(=O)(=O)N3CCOCC3)cc2)cc1F	-8%	0.0%	.	-8	23	.	-15	.	24%	-1%	-27%
COc1ccc(-n2cc(-c3ccccc3)c3c(NCCOCCO)ncnc32)cc1	-2%	0.3%	.	14	1	.	-6	3	0%	-3%	-11%
O=C(O)CC(Cc1ccc(Cl)cc1)C(=O)Nc1ccc([N+](=O)[O-])cc1 (configuration not stated)	-17%	0.0%	-1%	-23	3	5%	0	9	4%	0%	5%
COc1ccc(/C=N/Nc2ccccc2C(=O)O)cc1	-19%	-0.5%	10%	3	-2	.	-4	9	0%	1%	6%
CC(C)NC(=S)NN=C1c2ccccc2-c2ccccc21	1%	-0.1%	12%	-1	-8	2%	-13	0	8%	3%	?
Cc1cccc(-n2c(=O)c3c(n4cnnc24)-c2ccccc2CC32CCCCC2)c1	6%	0.2%	.	6	7	-6%	4	-5	13%	2%	7%
CCCc1c(C(=O)N/N=C/c2ccc(OCc3ccccc3)c(OC)c2)nnn1-c1nonc1N	-3%	0.0%	-7%	-17	-1	.	3	0	12%	2%	10%
O=c1[nH]cc(NCCc2ccccc2)c(=O)[nH]1	1%	0.0%	10%	-35	6	.	-6	-2	-2%	3%	2%
CCOC(=O)C1(CCOc2ccccc2)CCN(CC2CC2)CC1	-4%	0.2%	-2%	-20	13	8%	11	0	-2%	0%	?
CCCNC(=O)C(=O)NCC(c1ccc2c(c1)OCO2)N1CCN(c2ccc(F)cc2)CC1 (configuration not stated)	1%	-0.8%	2%	27	-1	4%[0.46 µM]	-5	-2	-9%	2%	-8%
O=C(Nc1ccc(S(=O)(=O)N2CCCC2)cc1)c1cccnc1	-3%	0.1%	-1%	22	1	2%	-8	1	2%	4%	-11%
CCCCOc1ccc(CONS(=O)(=O)c2ccc(NC(C)=O)cc2)cc1Cl	-8%	4.1%	1%	?	4	8%	-1	-9	-7%	-14%	?
